aSyn yeast inh: inhibitors of alpha-synuclein toxicity in yeast. actives 0.14% (n = 370,000). Potency, µM (series often up to 46.1 µM), for the others: at the highest dose growth rescue (activation), hits mostly activators. Yeast expressing alpha-synuclein, growth rescue, BacTiter-Glo, 24 h; active = well fitted activation curve with a large enough effect; inconclusive = small, poorly fitted or top-dose-only effect; inactive = no such curve, though single readings can be large or run the other way; also: % of control where 0% means no effect; nearly all actives have a fitted effect of over 65% in size
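Readout is rescue of growth in alpha-synuclein-expressing yeast, so inhibitors of toxicity appear as activators. Growth after 24 hr at 30 deg C in galactose medium is quantified by luminescence.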
* marks the source's active call; other numbers are inactive results; ? = inconclusive; & = joins results of further samples; [ ] = dose if it differs, or a comment. Potency is read from the fitted curve at half-maximal effect.

SMILES	aSyn yeast inh
Cc1sc2ccccc2[n+]1CCCC[n+]1c(C)sc2ccccc21	0%
NCCCN(Cc1ccccc1)c1ccc(Br)cn1	-1%
Cc1ccc2nc(-c3ccc(C)o3)c(Nc3ccccc3)n2c1	-14%
Cc1ccc(S(=O)(=O)N2CCN(c3nc(-c4ccncc4)nc4ccccc34)CC2)cc1	0%
Cc1ccc(-c2csc3ncnc(Sc4nnnn4-c4ccccc4)c23)cc1	?
Oc1ccc(Br)cc1C1C=C(c2ccc3c(c2)OCO3)NC(c2ccc(F)c(Br)c2)N1 (stereo not drawn)	-9%
Cc1ccc(-c2csc(NC(=O)C3CC(=O)N(c4ccc5c(c4)OCCO5)C3)n2)o1 (stereo not drawn)	10%
CCc1ccc2[nH]c(=O)c(CN(Cc3ccco3)Cc3nnnn3Cc3ccco3)cc2c1	1%
Cc1[nH]c2ccccc2c1C(=O)C(=O)N(C)c1ccccc1	3%
Clc1nc(NCc2cccs2)c2[nH]cnc2n1	-16%&-2%
S=C(NCCCc1cnc[nH]1)NCCCN(CCc1ccc(Cl)cc1)c1ccc(Br)cn1	-34%[inhibitor]
Nc1[nH]c(=O)nc2c1ncn2C1OC(CO)C(O)C1O (stereo not drawn)	0%
Cn1c(=S)[nH]c2cc(C(=O)N3CCN(C(=O)c4ccccc4)CC3)ccc2c1=O	0%
COc1cc2nc(N3CCCN(C)CC3)nc(Nc3ccncc3)c2cc1OC	-2%
COc1ccc(CN2C(=O)N(c3ccccc3)C(=O)C2c2ccccc2)cc1COc1ccc(NC(C)=O)cc1 (stereo not drawn)	0%
O=C(Nc1cccc2cccnc12)C(Cl)(Cl)Cl	5%
COc1cc(C)c(Cc2cnc(N)nc2N)cc1OC	-8%
Cc1ccc(C(=O)NCC(=O)OCC(=O)c2cccc3ccccc23)cc1	?
Cc1ccc(S(=O)(=O)N2CCN(c3nc(-c4ncccn4)nc4ccccc34)CC2)cc1	-10%
O=C(C[N+]1(CCO)CCOCC1)c1ccc2ccccc2c1	1%
Cc1cc(C=Nc2ccc(/C=C/c3ccnc4ccccc34)cc2)ccc1N(C)C	3%
C[n+]1ccc(/C=C/c2ccc(F)cc2)c2ccccc21	6%
CCCCCCCCCCCCCCCCCCNC(=O)OCC(COP(=O)([O-])OCC[n+]1ccsc1)OC (stereo not drawn)	-48%[inhibitor]
COc1ccc(CCn2c(=S)[nH]c(=O)c3nccnc32)cc1OC	-1%
Cc1cccc(C)c1NC(=O)C(C)N (stereo not drawn)	-9%
Cc1[nH]c2ccccc2c1/C=C/c1c(C)[nH]c2ccccc12	9%
COc1ccc(C2Nc3ccccc3C(=O)N2c2ccc(Cl)cc2)cc1COc1ccc(NC(C)=O)cc1 (stereo not drawn)	-4%
CC(=O)O[C@H]1C(=O)[C@@]2(C)C([C@H](OC(=O)c3ccccc3)[C@]3(O)C[C@H](OC(=O)[C@H](O)[C@@H](NC(=O)c4ccccc4)c4ccccc4)C(C)=C1C3(C)C)[C@]1(OC(C)=O)CO[C@@H]1C[C@@H]2O (stereo partly drawn)	0%
CC1(C)OC(=O)C2(Cc3c(F)cccc3N3CCCC32)C(=O)O1 (stereo not drawn)	1%
CC(=O)Nc1ccc(/C=C/c2sc3ccccc3[n+]2CCCCI)cc1	-4%
C=C1CCC2C(C)(CO)C(O)CCC2(C)C1C/C=C1\C(=O)OCC1O (stereo not drawn)	0%
O=c1[nH]cc(CCc2ccccc2)c2ncncc12	-3%
COc1ccccc1C1NC(c2ccc3c(c2)OCO3)=CC(c2cc(Br)ccc2O)N1 (stereo not drawn)	1%
CC(C)Oc1ccc(-c2nc(-c3cccnc3)no2)cc1	3%
O=[N+]([O-])c1ccc(-c2cc3ccccc3[nH]2)cc1	-10%
Cc1c(C2(c3cc(C(C)C)c(O)c(Br)c3C)OS(=O)(=O)c3ccccc32)cc(C(C)C)c(O)c1Br	-14%
O=C(C[n+]1c2ccccc2cc2ccccc21)c1ccc(F)cc1	-67%[inhibitor]
O=C(COc1ccccc1C(=O)Nc1cccc(F)c1)Nc1ccc(Br)cc1	-1%
O=c1ccn([C@@H]2O[C@H](COP(=O)(O)OP(=O)(O)O)[C@@H](O)[C@H]2O)c(=O)[nH]1	-2%
CC[N+]1(CC(=O)c2cccs2)CCCCC1	-10%

The final seven records of the section before lead into the next:
SMILES	aSyn yeast inh
CC(C)Oc1ccc(-c2nc(-c3cccnc3)no2)cc1	3%
O=[N+]([O-])c1ccc(-c2cc3ccccc3[nH]2)cc1	-10%
Cc1c(C2(c3cc(C(C)C)c(O)c(Br)c3C)OS(=O)(=O)c3ccccc32)cc(C(C)C)c(O)c1Br	-14%
O=C(C[n+]1c2ccccc2cc2ccccc21)c1ccc(F)cc1	-67%[inhibitor]
O=C(COc1ccccc1C(=O)Nc1cccc(F)c1)Nc1ccc(Br)cc1	-1%
O=c1ccn([C@@H]2O[C@H](COP(=O)(O)OP(=O)(O)O)[C@@H](O)[C@H]2O)c(=O)[nH]1	-2%
CC[N+]1(CC(=O)c2cccs2)CCCCC1	-10%
O=C(O)c1cc(NCc2cc(O)ccc2O)ccc1O	0%
Cc1nn(-c2ccccn2)c2c1-c1nc(N)sc1CC2	13µM*
Fc1ccc(CCNc2ncnc3nc[nH]c23)cc1	5%&1%
O=[N+]([O-])c1ccc(O/N=[N+](\[O-])N2CCCCC2)c([N+](=O)[O-])c1	-81%[inhibitor]
NC1CCc2ccc([N+](=O)[O-])cc21 (stereo not drawn)	-1%
CS(=O)c1ccc(/C=C2\C=Cc3ccccc32)cc1 (stereo not drawn)	-12%
C=CC(=O)N1CCC[C@@H](n2nc(-c3ccc(Oc4ccccc4)cc3)c3c(N)ncnc32)C1	-16%[92.2 µM]
COc1ccccc1/C=C1\C=Cc2ccccc21	-13%
CC(C)CN(CC(C)C)c1ccc(/C=C/c2nc3ccccc3s2)cc1	-10%
O=C(NC1CCCC1)c1cnn2c1NC(=C1CC1)C=C2C(F)F	4%
CCc1ccc2[nH]c(=O)c(CN(Cc3cccnc3)Cc3nnnn3Cc3ccccc3)cc2c1	1%
COc1cc2c(NC3CCN(C)CC3)nc(N3CCCN(C)CC3)nc2cc1OCCN(C)CCN(C)C	16%
Cc1ccc(Nc2nc(NCc3ccco3)nc3nccnc23)cc1Cl	-4%
COC(=O)c1sc(N2C(=O)c3oc4ccc(F)cc4c(=O)c3C2c2ccc(C)cc2)nc1C (stereo not drawn)	-5%
Cc1ccc(S(=O)(=O)N2CCN(c3nc(-c4ccc(C)s4)nc4ccccc34)CC2)cc1	-1%
CNc1ccc(C=C2c3ccccc3-c3ccccc32)cc1	-19%
Cc1nn(-c2ccccc2)c(C)c1/C=N/N1CCN(Cc2ccccc2)CC1	6%
O=S(=O)(Nc1cccnc1)c1cccc2ccccc12	3%
CCCN1CNc2c(c(=O)[nH]c(=S)n2CCc2ccc(OCC)c(OCC)c2)C1	-4%
CCCCCCCCCCCCCC(=O)Nc1ccc(/C=C/c2ccnc3ccccc23)cc1	2%
C#CCSc1nc2ccccc2c(=O)n1CC=C	5%
O=[N+]([O-])c1ccccc1S(=O)(=O)NCc1ccccn1	1%
Cc1ccc(C2NC(c3ccc4c(c3)OCO4)=CC(c3cc(Br)ccc3O)N2)cc1 (stereo not drawn)	-28%
COc1ccccc1S(=O)(=O)N1CCN(c2nc(-c3cccs3)nc3ccccc23)CC1	0%
COc1ccccc1/C=C/c1nc2ccccc2[nH]1	-27%
COc1cccc(CCn2c(N)cc(=O)[nH]c2=S)c1OC	-3%
CC(C)(C)c1ccc(C(=O)CCCN2CCC(OC(c3ccccc3)c3ccccc3)CC2)cc1	-35%[inhibitor]
O=S(=O)(c1ccccc1C(F)(F)F)N1CCN(c2nc(-c3ccccc3)nc3ccccc23)CC1	-7%
COc1ccc(NC(=O)COc2ccccc2C(=O)Nc2ccccc2)cc1	-7%
O=C(c1cc2ccccc2[nH]1)c1cc2cc(O)ccc2[nH]1	-3%
Cc1ccc(-c2nc(=Nc3ccccc3)sn2-c2ccccc2)cc1	-14%
NCC(=O)c1c[nH]c2ccccc12	-2%
CNc1ccc(C=O)cc1I	2%
CN(C)c1ccc(-c2nn3c(-c4cc(-c5ccccc5)n[nH]4)nnc3s2)cc1	-2%
COc1ccc(/C=C/c2ccc3ccccc3n2)c(OC)c1	-36%[inhibitor]
CCOc1ccc(NC(=O)CSc2nnc3c(n2)[nH]c2ccc(S(=O)(=O)N4CCCCC4)cc23)cc1	-5%
CN(C)c1ccc(/C=C/c2cncc3ccccc23)cc1	-13%
Nc1ccc2c(c1)C=C/C2=C\c1ccccc1	2%
O=[N+]([O-])c1ccc2c(c1)C=C/C2=C/c1ccccc1	-9%
CCOc1[nH]c(/N=C/c2ccccc2)c(C#N)c1C#N	-10%
N[C@H](C(=O)O)[C@H]1C[C@@H]1C(=O)O	-11%
NNc1nncc2ccccc12	5%
O=C(O)CC1CCCc2ccccc2C1O (stereo not drawn)	1%
Cc1ccc2c(c1)ncc[n+]2CC(=O)c1ccc(Cl)cc1Cl	?
OCC1OC(n2cnc3c(=S)nc[nH]c32)C(O)C1O (stereo not drawn)	-1%&1%
O=S(=O)(c1cccc(F)c1)N1CCN(c2nc(-c3cccs3)nc3ccccc23)CC1	1%
CCn1nnc2c(N3CCCC3)ncnc21	-3%
O=Cc1ccc(/C=C2\C=Cc3ccccc32)cc1	-1%
O=C(Nc1ncc(Cc2ccccc2)s1)C1CCN(C(=O)c2ccco2)CC1	-5%
CN(C)C(=O)COc1ccccc1C(=O)OCC(=O)N(CCC#N)c1ccccc1	0%
Nc1cccc2cccnc12	-6%
O=C1SC(Nc2ccccc2)C(=O)N1c1ccccc1 (stereo not drawn)	-4%
O=C(O)/C=C/c1ccc2ccccc2c1	3%
O=S(=O)(c1ccccc1)N1CCN(c2nc(-c3cccs3)nc3ccccc23)CC1	3%
CCc1ccc(OCCn2c(CCNC(=O)C3CCCCC3)nc3ccccc32)cc1	-8%
COc1ccc(B(O)O)cc1	-9%
O=[N+]([O-])c1cccc(S(=O)(=O)N2CCN(c3nc(-c4ccccc4)nc4ccccc34)CC2)c1	1%
CC(C)=CCC/C(C)=C/CC/C(C)=C/CCC1(C)CCc2cc(O)ccc2O1 (stereo not drawn)	-8%
COc1cc(NS(=O)(=O)c2ccc(C(=O)O)cc2)c2nc(C)ccc2c1	?
C(=C\c1ccnc2ccccc12)/c1cccs1	0%

4 entries from above, set out differently:
SMILES | aSyn yeast inh
NNc1nncc2ccccc12 | 5%
CCc1ccc(OCCn2c(CCNC(=O)C3CCCCC3)nc3ccccc32)cc1 | -8%
Cc1ccc2c(c1)ncc[n+]2CC(=O)c1ccc(Cl)cc1Cl | ?
CC(C)=CCC/C(C)=C/CC/C(C)=C/CCC1(C)CCc2cc(O)ccc2O1 (stereo not drawn) | -8%

Next results
SMILES	aSyn yeast inh
COc1ccc(C2Nc3ccccc3C(=O)N2Cc2ccccc2)cc1COc1ccc([N+](=O)[O-])cc1 (stereo not drawn)	0%
O=C(Nc1ccncc1)c1cnn2c1NC(=C1CC1)C=C2C(F)F	9%
CS(=O)(=O)c1ccc(C(=O)OCC(=O)Nc2ccc(OC(F)(F)F)cc2)cc1[N+](=O)[O-]	-13%
Cc1cnc2c(C)cccc2c1/C=C/c1ccc(N(C)C)cc1	6%
CCCCCCCCCOC(=O)CNc1nc(C#N)nc(NCC(=O)OCCCCCCCCC)n1	0%
CN1CCOc2cc(S(=O)(=O)N3CCN(c4nc(-c5cccs5)nc5ccccc45)CC3)ccc21	-7%
O=C(O)c1ccc(C(=O)Nc2cccc3cccnc23)cc1	8%
CCc1ccc(OCCCn2c(CCCNC(=O)C3CCCCC3)nc3ccccc32)cc1	-5%
O=c1[nH]c2cc(Cl)ccc2c(O)c1-c1ccc(Oc2ccccc2)cc1	6%
CCCN1CNc2c(c(=O)[nH]c(=S)n2CCc2c(OC)cccc2OC)C1	-3%
COc1cc2nc(N(C)CCCNC(=O)C3CCCO3)nc(N)c2cc1OC (stereo not drawn)	0%
Nc1nc2[nH]c(=O)cnc2c(=O)[nH]1	-7%
O=C(Nc1ccccc1Br)c1cnn2c1NC(=C1CC1)C=C2C(F)F	2%
CCCCNc1ncnc2oc(-c3ccco3)c(-c3ccco3)c12	1%
C=CCNc1nc(NC2CCN(C)CC2)c2cc(OC)c(OC)cc2n1	0%
N#Cc1c2c(c(Cl)n3c1nc1ccccc13)CCCC2	4%
CN(C)c1ccc(/C=C/c2cnnc3ccccc23)cc1	-30%
CCSc1ncc(Cl)c(C(=O)Nc2sc3c(c2C(=O)NCCOC)CCCC3)n1	-2%
COCc1nnc(NC(=O)C2CCN(C(=O)c3ccccc3)CC2)s1	0%
COc1ccc(OC)c(/C=C2\C=Cc3ccccc32)c1	0%
Cc1ccc(C(=O)Nc2ccc(S(=O)(=O)O)c3cc(S(=O)(=O)O)cc(S(=O)(=O)O)c23)cc1NC(=O)c1cccc(NC(=O)Nc2cccc(C(=O)Nc3cc(C(=O)Nc4ccc(S(=O)(=O)O)c5cc(S(=O)(=O)O)cc(S(=O)(=O)O)c45)ccc3C)c2)c1	-9%&6%
CC1(C)C=Cc2c(ccc(C(=O)/C=C/c3ccccc3)c2O)O1	-22%
NC(=O)COC(=O)c1ccccc1OCC(=O)Nc1ccc(Br)cc1	1%
O=C(C[n+]1cccc2cc(Cl)ccc21)c1ccc2ccccc2c1	1%
N#Cc1cccc(S(=O)(=O)N2CCN(S(=O)(=O)c3ccc4c(c3)OCCO4)CC2)c1	-6%

Given as a markdown table: two of the compounds above
| Molecule | aSyn yeast inh |
| --- | --- |
| CC(C)Oc1ccc(-c2nc(-c3cccnc3)no2)cc1 | 3% |
| O=[N+]([O-])c1ccc(-c2cc3ccccc3[nH]2)cc1 | -10% |

Screens (PubChem BioAssay)

The list is partial. The share of hits here may be higher or lower than overall.
